Compound activity from PubChem BioAssay.
dFosB act: activators of mouse delta FosB homodimer; P13346; purified delta FosB, TAMRA-CDK5 oligo fluorescence polarization; percent of positive-control signal above neutral wells; activation, % at 25 µM; hit rate 0.99% among 340,000; AID 493131;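 active means mean activation above about 17%, with every replicate also reaching it, limit read from the data, passing the limit was not always enough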;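 further: fluorescence polarization rise as delta FosB binds a TAMRA Cdk5 AP-1 oligo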
Target sequence (P13346 whole entry, looked up): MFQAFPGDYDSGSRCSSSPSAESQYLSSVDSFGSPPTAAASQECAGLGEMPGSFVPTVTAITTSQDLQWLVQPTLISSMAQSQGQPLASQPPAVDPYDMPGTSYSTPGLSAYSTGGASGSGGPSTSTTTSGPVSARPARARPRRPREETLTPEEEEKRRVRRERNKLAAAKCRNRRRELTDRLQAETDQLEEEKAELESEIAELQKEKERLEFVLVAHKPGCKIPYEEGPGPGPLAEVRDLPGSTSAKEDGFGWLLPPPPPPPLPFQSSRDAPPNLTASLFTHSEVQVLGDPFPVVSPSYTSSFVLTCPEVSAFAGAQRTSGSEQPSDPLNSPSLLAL
SR-BI HDL uptake: blocks mouse SR-BI lipid uptake from DiI-HDL. Q61009. ldlA[mSR-BI] CHO cells, DiI-HDL uptake fluorescence, 3 h. inhibition, % at 12.5 µM. hit rate 0.96% among 320,000;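 active means mean replicate inhibition of at least 70% and a set share of replicates each scoring 70 or more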;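 further: 0% = median of neutral control wells and 100% = median of positive control wells; values of inactives mirror those of a sister screen read the other way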
CDK5 inh: blocks human CDK5/p35 kinase activity; Q00535+Q15078; Recombinant CDK5/p35, ADP-Glo luminescence, 60 min; inhibition, % at 10 µM; hit rate 0.01% among 330,000;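 active means highest replicate inhibition of at least 50% and at least 75% of replicates reaching 50%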;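 further: plate controls were DMSO neutral control for no effect and GW8510 at 10 µM for full effect; many of its hits are not listed in these tables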
Target sequence (Q00535 whole entry, looked up): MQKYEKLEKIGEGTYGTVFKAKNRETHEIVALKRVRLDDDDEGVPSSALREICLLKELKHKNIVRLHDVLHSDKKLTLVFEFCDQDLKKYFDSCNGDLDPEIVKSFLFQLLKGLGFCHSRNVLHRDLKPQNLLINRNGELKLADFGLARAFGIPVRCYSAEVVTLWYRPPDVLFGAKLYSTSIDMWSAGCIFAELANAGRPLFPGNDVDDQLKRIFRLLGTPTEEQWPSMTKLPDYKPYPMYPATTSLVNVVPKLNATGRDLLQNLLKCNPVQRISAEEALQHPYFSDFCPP
Target sequence (Q15078 whole entry, looked up): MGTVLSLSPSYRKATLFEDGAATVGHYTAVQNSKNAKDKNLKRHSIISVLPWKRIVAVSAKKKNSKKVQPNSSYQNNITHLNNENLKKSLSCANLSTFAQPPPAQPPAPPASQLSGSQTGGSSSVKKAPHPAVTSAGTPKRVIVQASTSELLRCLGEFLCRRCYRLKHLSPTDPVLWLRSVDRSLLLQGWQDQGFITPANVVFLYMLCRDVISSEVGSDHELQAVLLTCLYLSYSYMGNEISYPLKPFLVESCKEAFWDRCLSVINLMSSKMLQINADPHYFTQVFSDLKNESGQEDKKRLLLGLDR
MITF act: MITF TRPM1 promoter activation in melanoma cells; SK-MEL-5 TRPM1-promoter luciferase, 24 h; % of positive control, neutral wells = 0; hit rate 0.75% among 300,000; activation, % at 12.5 µM;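 active means mean activation of at least 80% with every replicate also reaching 80%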;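 further: 0% = neutral control wells and 100% = parthenolide positive control wells; values of inactives mirror those of a sister screen read the other way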
PKA-R1A act: PKA-R1A complex activation; hit rate 0.083% among 340,000; P00514+P68181; PKA-R1A dissociation, Cy5-IP20 fluorescence polarization; scaled: DMSO 0%, 113 µM cGMP 100%; activation, % at 11.4 µM; AID 504707;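 active means percent activation above the mean of all tested compounds plus 3 SD, cut at about 19% in these data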;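 further: higher means more PKAc released from R1A so a rise in polarization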
SR-BI DiI-HDL act: enhances SR-BI lipid uptake from DiI-HDL. CHO ldlA[mSR-BI] cells, DiI-HDL uptake fluorescence, 3 h; 100 = double the neutral-control signal. activation, % at 12.5 µM. hit rate 0.096% among 320,000. AID 504775;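 active means mean replicate activation of at least 60% and every replicate at or above 60%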;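 further: 0% = median plate neutral-control signal and 100% = twice that signal; values of inactives mirror those of a sister screen read the other way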
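Assay system: LDL receptor-deficient CHO ldlA cells overexpressing murine SR-BI / Medium: BSA-supplemented, HEPES-buffered Ham's F12, pH 7.4 / Probe or stimulus: DiI-labelled HDL at 10 µg/mL final / Timing: compound with DiI-HDL co-incubation, 3 h at 37 °C / Technique: bottom-read cell fluorescence after medium removal, ex 550/em 595 nm / Measure: HDL uptake via cellular fluorescence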
DSG3 Ab inh: inhibitors of pemphigus antibody binding to human desmoglein-3 | P32926 | hit rate 0.48% among 310,000 | binding (percent of control), % at 10 µM | DSG3-coupled beads, scFv-anti-DSG3-GFP binding, flow cytometry; stronger effect = lower value;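 active means binding more than 3 SD below its plate's average and above zero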; further: some compounds called inactive have numbers as strong as hits
PKA-R2B act: activates the human PKA-R2B holoenzyme complex; hit rate 0.079% among 340,000; P22694+P31323; activation, % at 11.4 µM; PKA-R2B holoenzyme dissociation, Cy5-IP20 fluorescence polarization; R2B truncated from residue 108, S112A mutant; 0% DMSO only, 100% 113 µM cGMP;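 active means activation above a cutoff set at the mean over all compounds plus 3 SD, cut at about 18% in these data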;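 further: higher means more holoenzyme dissociation and a rise in polarization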
Arr AP2 block: human beta-arrestin and AP2 interaction inhibition | hit rate 0.31% among 340,000 | inhibition, % at 10 µM | FITC-arrestin peptide / GST-AP2 beads, flow cytometry; AP2 beta2 appendage carries R879A mutation;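 active means inhibition above a set limit, near 3 SD of compounds lacking own fluorescence, cut at about 54% in these data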;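 further: plate controls were DMSO wells for no effect and 5 µM unlabelled arrestin peptide for full effect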
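Material – GST-tagged AP2 beta2-adaptin appendage (R879A) on 4 µm glutathione beads · Probe or stimulus – fluorescein-tagged arrestin peptide at 50 nM final · Timing – 12 min plus 1 h, RT · Detection – bead flow cytometry, FITC channel · Read-out basis – inhibition as reduced fluorescein signal on beads, percent · Medium – PBS plus Tween 20 (0.05%) and BSA (0.1%)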
NSD2 HMT inh: blocks human histone methyltransferase NSD2; O96028; NSD2 peptide methylation, AlphaScreen, 120 min; inhibition, % at 12.5 µM; hit rate 0.54% among 310,000; AID 743445; in the data active means inhibition above about 50%
Mot1-301 SUMO: inhibitors of SUMOylation pathway: yeast Mot1-301 growth rescue; S. cerevisiae Mot1-301 growth rescue, ATP luminescence, 38.5C; percent above DMSO median, 100 means doubled; growth rescue, % at 18.8 µM; hit rate 1% among 320,000;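 active means every valid replicate shows activation above 250% relative to neutral control wells; inactive means the rest, any valid replicate at or below 250%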;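 further: OY570 slx delta 5 strain wells were the positive control but not used for scaling; some compounds called inactive have numbers as strong as hits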
* = called active by the depositor; / = no result given.

Structure,dFosB act,SR-BI HDL uptake,CDK5 inh,MITF act,PKA-R1A act,SR-BI DiI-HDL act,DSG3 Ab inh,PKA-R2B act,Arr AP2 block,NSD2 HMT inh,Mot1-301 SUMO
OC(CSc1ccccc1)CN1CCN(c2ccc(Cl)cc2)CC1 (configuration not stated),5.1,34.1,-3.8,-12.6,-5.5,-34.1,93.6,2.8,25.4,1.1,/
COC(=O)c1[nH]c2ccccc2c1NC(=O)CN1CCN(Cc2ccc3c(c2)OCO3)CC1,-3.9,-3.0,-1.8,-4.0,-7.3,3.0,107.5,2.5,-1.6,3.5,-9.0
Cc1ccc(S(=O)(=O)N(C)Cc2ccc(-c3nnc4n3CCC4)cc2)cc1,-8.1,23.8,-2.1,-8.9,1.9,-23.8,97.7,-2.8,-5.5,-4.4,-5.9
Cc1ccc(NC(=O)CSCC(=O)N(C)CC(=O)Nc2cccc(F)c2)cc1,1.1,8.0,0.9,1.2,-6.8,-8.0,/,-0.9,-2.8,32.3,-13.2
CC(CC(=O)Nc1ncc([N+](=O)[O-])s1)c1ccccc1 (configuration not stated),-4.6,-9.3,3.4,23.3,5.5,9.3,111.1,-1.6,8.6,4.4,-24.3
CC(=O)Nc1c(Br)cc2c(c1Br)Cc1cc([N+](=O)[O-])ccc1-2,11.1,63.7,1.4,-4.8,-8.3,-63.7,91.9,5.1,-10.8,1.2,/
Cc1nc2scc(-c3ccccc3)c2c(=O)n1/N=C/c1ccco1,2.7,10.1,0.1,-1.0,-9.4,-10.1,106.1,4.2,-4.9,6.7,/
CCOc1cc(CNc2ccc(S(N)(=O)=O)cc2)ccc1OCC(=O)NC(C)(C)C,-11.7,22.3,0.3,-5.1,-4.5,-22.3,95.6,0.2,-7.9,-3.3,-20.6
COc1ccccc1CNC(=O)CSc1ccc(Br)cc1,-8.0,-5.6,0.1,0.2,-3.8,5.6,109.0,-2.9,-4.0,0.9,13.8
O=C(CN1CCc2cc3c(cc2C1)OCCCO3)Nc1cccc(Br)c1,0.9,11.4,-1.9,3.9,-10.3,-11.4,/,2.9,-2.1,-2.0,7.7
O=C(Oc1ccc(Br)cc1C(=O)/C=C/c1ccccc1F)c1ccco1,-9.1,/,2.5,-16.8,-2.3,/,100.7,1.6,-10.3,/,93.1
N#Cc1cccc(Nc2c3c(nc4ccccc24)CCCC3)c1,-9.7,9.4,1.6,-3.2,-9.6,-9.4,84.9,-3.6,0.1,-0.7,0.5
Cc1ccccc1NC(=O)OCc1cn(-c2ccc(Cl)cc2)nn1,-2.3,-9.0,-0.6,-3.2,4.1,9.0,98.6,2.2,7.1,-2.6,/
NC(=O)C1CCN(CC(O)COCc2ccccc2Cl)CC1 (configuration not stated),-5.9,-14.6,0.5,6.2,9.3,14.6,/,-3.4,1.6,-6.4,117.1
CCCCc1ccc(NC2=NCC(=O)N2CCc2ccccc2)cc1,-4.8,-21.5,-0.1,3.9,-2.2,21.5,95.6,-9.8,-14.9,-7.9,-12.4
CC(C)(C)NCC(O)COc1ccccc1C1CCCC1 (configuration not stated),-9.5,9.5,0.3,-4.4,1.0,-9.5,97.1,6.7,0.1,/,-9.7
CCCCn1c(N)c(N(CCOC)C(=O)c2cc(S(=O)(=O)N3CCCCC3)ccc2Cl)c(=O)[nH]c1=O,-3.7,-42.3,0.0,-6.0,-8.2,42.3,100.2,3.0,4.0,-6.9,9.8
CC1CCN(C(=O)CN(c2ccc3c(c2)OCCO3)S(=O)(=O)c2ccccc2)CC1,-7.6,/,0.2,/,-1.8,/,97.3,-2.4,-8.2,25.8,14.8
O=C(O)c1ccccc1C(=O)N1N=C(c2ccccc2)CC1c1ccccc1O (configuration not stated),-2.1,-13.1,0.3,13.0,-5.2,13.1,103.7,-1.7,-3.3,1.3,-5.0
COc1ccccc1NS(=O)(=O)c1ccc(C(=O)N2CCCCCC2)cc1,-2.5,3.7,-0.3,-6.6,6.0,-3.7,/,-7.8,46.6,-2.2,5.0
COc1ccc(OCC(=O)N/N=C/C(C)=C/c2ccco2)c(Br)c1,-3.8,/,-2.3,/,1.3,/,102.3,-1.7,0.1,3.2,475.4
O=S(=O)(Nc1cc(Cl)ccc1N1CCCCC1)c1cccs1,-5.3,-28.3,0.6,4.3,-2.4,28.3,104.0,3.6,2.3,-3.6,-0.3
COc1ccc(C)cc1NC(=O)CSc1nnc(COc2ccc(Cl)cc2)n1Cc1ccco1,-8.2,52.1,0.7,/,-13.4,-52.2,77.8,-12.0,22.2,0.9,-15.8
COc1cc(C(=O)NCC(=O)OC(C)C(=O)Nc2ncc(Cl)cc2Cl)cc(OC)c1OC (configuration not stated),-0.1,-6.1,0.1,-5.7,0.8,6.1,99.9,-6.1,18.3,-1.9,2.4
CCOC(=O)c1c(C)[nH]c(C(=O)N/N=C\c2ccccc2Cl)c1C,3.2,/,0.2,13.7,-16.4,/,102.8,9.3,-16.9,-4.1,58.6
COC(=O)c1cc(Cl)cc2c(C)c(C3(O)CCCCC3)[nH]c12,1.0,-10.8,-1.6,-1.0,-6.3,10.8,97.4,2.9,-1.4,/,22.1
COC(=O)c1ccc(COC(=O)C23CC4CC(CC(O)(C4)C2)C3)o1,0.5,2.1,-2.3,9.4,6.3,-2.1,99.2,-4.0,2.0,-0.4,-2.0
COc1ccc(C(=O)Cc2ccc(OC)c(OC)c2)c(OC)c1,-5.4,-6.1,-1.6,14.7,2.9,6.1,100.0,3.4,-6.5,-1.2,0.7
CCN(CC)CCCNc1ncnc2ccccc12,0.9,-11.7,0.5,-1.3,-1.2,11.7,105.6,-9.0,-14.5,30.9,/
Cc1nonc1OCC(C)(COc1nonc1C)NC(=O)c1ccc(Cl)cc1,-5.9,11.6,-1.8,/,-6.7,-11.6,/,-7.3,-13.7,-1.8,-8.1
O=C(O)C1CCN(c2ccc(S(=O)(=O)N3CCOCC3)cc2[N+](=O)[O-])CC1,-4.4,-31.6,0.3,-4.0,-1.1,31.6,118.2,-3.5,3.3,-5.1,7.1
O=c1[nH]cnc2c1ncn2[C@@H]1O[C@H](CO)[C@@H](O)[C@H]1O,-6.5,-1.5,-0.7,-8.9,-0.2,5.0,108.9,-2.7,-2.4,/,-31.3
COc1ccc(N2CCN(S(=O)(=O)c3ccc(-c4cc(C)no4)s3)CC2)cc1,7.9,-0.3,0.1,4.9,-4.9,0.3,/,-0.1,27.7,9.2,10.7
COC(=O)c1cnn2c(C(F)(F)F)cc(-c3ccccc3)nc12,-10.2,31.0,-15.7,-4.9,-11.1,-31.0,104.1,8.0,5.8,/,-5.5
CCOC(=O)CNC(=O)CNC(=O)Cn1ccc2ccccc2c1=O,-1.0,2.0,-1.3,-11.4,-8.4,-2.0,98.2,1.6,-6.1,-0.8,-21.3
O=C(NCc1cccs1)C1CC(c2ccc(Cl)c(Cl)c2)=NO1 (configuration not stated),-2.4,9.9,5.7,-17.2,-12.5,-9.9,117.8,-0.2,3.2,-7.9,21.4
CN1C(=O)NC(c2ccccc2Cl)C2=C1CC(C)(C)CC2=O (configuration not stated),1.6,10.9,-1.0,4.6,9.7,-10.9,99.2,-6.2,10.8,7.5,5.9
CO/N=C/C(C#N)=C/c1ccc(OC)c(OC)c1,-13.9,40.2,-9.6,10.2,-9.0,-40.2,104.3,-6.8,3.1,-0.7,2.6
CCCCCCc1cc2cc(C(=O)NC)c(=N)oc2cc1O,-11.0,-4.1,-1.4,0.5,-4.7,4.1,103.3,6.6,-1.0,-0.6,-24.5
COc1ccc(NC(=O)COC(=O)C23CC4CC(CC(NC(C)=O)(C4)C2)C3)cc1S(=O)(=O)N1CCOCC1,-10.7,-4.8,-1.3,-2.6,-8.1,4.8,96.6,-4.8,6.9,-0.4,9.0
COC(=O)c1cc(CNC(=O)CCCSc2ccccc2)ccc1OC,-6.6,/,-2.0,1.4,-0.4,/,119.4,-7.7,-8.4,-4.0,/
COc1ccc(-c2nc3cc(NC(=O)Cc4ccc(OC)c(OC)c4)ccc3o2)cc1,55.8*,1.4,-1.6,/,-2.8,-1.4,95.5,-5.0,10.3,-0.2,44.0
CSc1ncccc1C(=O)NCCc1ccccc1F,5.3,-3.0,-0.3,12.1,-3.8,3.0,91.6,-1.1,47.9,-2.6,-28.5

Record cards, from the list above. Screens in order: dFosB act	SR-BI HDL uptake	CDK5 inh	MITF act	PKA-R1A act	SR-BI DiI-HDL act	DSG3 Ab inh	PKA-R2B act	Arr AP2 block	NSD2 HMT inh	Mot1-301 SUMO
CCCCCCc1cc2cc(C(=O)NC)c(=N)oc2cc1O across the screens: -11.0	-4.1	-1.4	0.5	-4.7	4.1	103.3	6.6	-1.0	-0.6	-24.5
CO/N=C/C(C#N)=C/c1ccc(OC)c(OC)c1 across the screens: -13.9	40.2	-9.6	10.2	-9.0	-40.2	104.3	-6.8	3.1	-0.7	2.6
